Compound activity as filed in PubChem.
UTI89 phage lysis – inhibition of K1F phage lysis, E. coli UTI89, bacterial capsule biogenesis inhibitors, alamar blue (AID 488966); inhibition, % at 100 µM, or IC50 in µM where a hit was titrated; E. coli UTI89 K1F phage lysis, alamar blue, 2 h; higher % means a stronger effect; actives 0.02% (n = 340,000);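 active means phage lysis inhibition, versus mean bacterial control, above a set limit; inconclusive means no clear call, values can overlap the other calls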;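 further: capsule biogenesis inhibitors block K1F phage lysis so surviving cells raise fluorescence; higher fluorescence means more inhibition of phage lysis; actives were called in the ten point dose series up to 300 µM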
West Nile antiviral – West Nile virus antiviral activity, cell-based, CPE readout (AID 1621); actives 0.02% (n = 290,000); West Nile virus-infected cells, CPE inhibition; higher % means a stronger effect; CPE inhibition, % at 10 µM, or IC50 in µM where a hit was titrated; in the data active means a potency from the dose series; inconclusive means CPE inhibition mostly from about 3.7% at the one dose, without a potency; inactive means the rest, 99 in 100 with CPE inhibition below about 2.2%; further: strong numbers were not always called active
T cell HTS – modulators of CD8 T cell-vesicle binding, primary screen, mouse 2C CD8+ T cells, flow cytometry; actives 0.068% (n = 330,000); calls only at 7 µM; 2C CD8+ T cell-vesicle binding; stronger effect = lower value; AID 2052, 2009;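 active means response, share of CD8 T cells binding vesicles, and their 90th percentile fluorescence all below set limits, cut at about 80% in these data, passing the limit was not always enough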
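System: murine 2C transgenic CD8+ T lymphocytes; also added: QL9-loaded Drosophila micro-vesicles; times: binding 1.5 h at 37 °C; measured by: flow cytometry, PE anti-B7-1 (FL2) versus Alexa647 anti-CD8 (FL8), PFA-fixed; control set: Peptide-free naked vesicles (low) and QL9 vesicles with 0.7% DMSO vehicle (high)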
Dengue-2 NS5 capping – Dengue-2 NS5 methyltransferase inhibitors, primary screen, biochemical, confirmation dose response (AID 588689); inhibition, % at 25 µM; hits with a dose series show IC50 in µM; Dengue-2 NS5 methyltransferase capping enzyme assay, biochemical; higher % means a stronger effect; actives 0.3% (n = 340,000); in the data active means a potency from the dose series; inconclusive means inhibition above about 29% without an active follow-up result
RSV CPE inhibition – RSV antiviral activity via CPE protection, HEp-2 cells, primary 10 µM value included (AID 2391); one-dose CPE inhibition, % at 10 µM; IC50 in µM for titrated hits; actives 0.13% (n = 310,000); HEp-2 cells, RSV-induced CPE inhibition; higher % means a stronger effect; in the data active means a potency from the dose series; inconclusive means CPE inhibition mostly from about 23% at the one dose, without a potency; inactive means the rest, 99 in 100 with CPE inhibition below about 21%; further: strong numbers were not always called active
NTR1 ag – agonists of NTR1, primary screen, imaging, U2OS cells, beta-arrestin-GFP, high content (AID 493036). NTR1-U2OS beta-arrestin-GFP spot imaging, agonist mode. activation, % at 20 µM. actives 0.17% (n = 330,000). Neurotensin receptor type 1 (Homo sapiens), P30989;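 active means activation at or above 40% of the spot to cytoplasm intensity ratio, with at least 20 cells analyzed; inconclusive means wells under 20 cells, flagged as cytotoxic or low count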;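 further: 0% = DMSO without peptide and 100% = 100 nM NTR1 peptide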
Target sequence (P30989 whole entry, looked up): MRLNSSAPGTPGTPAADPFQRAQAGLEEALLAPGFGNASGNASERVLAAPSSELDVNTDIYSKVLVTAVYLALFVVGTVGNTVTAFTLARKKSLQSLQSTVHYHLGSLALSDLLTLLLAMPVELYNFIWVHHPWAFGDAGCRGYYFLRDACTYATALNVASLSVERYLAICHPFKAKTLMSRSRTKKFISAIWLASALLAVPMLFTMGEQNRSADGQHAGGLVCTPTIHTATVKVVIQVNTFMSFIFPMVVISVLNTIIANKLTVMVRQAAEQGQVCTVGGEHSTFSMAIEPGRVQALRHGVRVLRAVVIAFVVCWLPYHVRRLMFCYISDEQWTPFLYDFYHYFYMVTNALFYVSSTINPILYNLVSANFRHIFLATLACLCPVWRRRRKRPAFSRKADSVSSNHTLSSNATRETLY
Salmonella PhoP GFP – inhibitors of PhoP regulon expression, primary screen, Salmonella Typhimurium, GFP reporter (AID 1863) | actives 0.16% (n = 300,000) | inhibition, % at 50 µM, or IC50 in µM where a hit was titrated | S. Typhimurium PhoP-regulated promoter GFP reporter, 4 h; higher % means a stronger effect;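 active means inhibition over 29.93%, a cutoff 3 SD above the screen mean, later confirmed by dose response; inconclusive means inhibition over 29.93% but no dose response follow-up; inactive means inhibition at most 29.93% or unconfirmed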;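 further: 0% = low Mg2+ inducing control and 100% = high Mg2+ repressing control; strong numbers were not always called active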
Rac1 GTP hydrolysis – MgcRacGAP GTPase-activating activity inhibitors, confirmation, biochemical, ADP Hunter fluorescence | Rac GTPase-activating protein 1 (Homo sapiens) | MgcRacGAP-stimulated Rac1 GTP hydrolysis, ADP Hunter fluorescence; higher % means a stronger effect; GST-tagged Rac1 F28L mutant substrate | inhibition, % at 30 µM, or IC50 in µM where a hit was titrated | actives 0.6% (n = 340,000);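 active means first-screen hits whose inhibition reached a set limit at any dose in the follow-up dose series; inconclusive means inhibition above the set first-screen limit but never retested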;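 further: fluorescence reports GDP produced by GAP-driven GTP hydrolysis; strong numbers were not always called active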
SV40 large T antigen – SV40 large T antigen inhibitors, biochemical (AID 1903); inhibition, % at 20 µM, or IC50 in µM where a hit was titrated; actives 0.39% (n = 310,000); SV40 large T antigen ATPase/helicase inhibition assay; higher % means a stronger effect; in the data active means a potency from the dose series; inconclusive means inhibition mostly from about 32% at the one dose, without a potency; inactive means the rest, 99 in 100 with inhibition below about 32%; further: strong numbers were not always called active
T cell HTS vesicle-bound % – also measured in T cell HTS; calls as there; double positive events, %; measured here: CD8+ vesicle-bound cell fraction;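 binding gate set so that unloaded-vesicle control wells show 10% double positive cells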
NTR1 ag cell count 20 µM – recorded beside NTR1 ag, whose call it bears; cell count; measured here: cell count, cytotoxicity flag
Dengue-2 NS5 capping pilot replicate – also measured in Dengue-2 NS5 capping; calls as there; inhibition, %; measured here: pilot screen replicate inhibition
Active calls of the source: *; i = inactive; ? = inconclusive; . = no result given; [ ] = dose if it differs, or a comment.

SMILES	UTI89 phage lysis	West Nile antiviral	T cell HTS	T cell HTS vesicle-bound %	Dengue-2 NS5 capping	RSV CPE inhibition	NTR1 ag	NTR1 ag cell count 20 µM	Salmonella PhoP GFP	Rac1 GTP hydrolysis	SV40 large T antigen	others
O=C(CN1C(=O)NC2(CCCCC2)C1=O)NCc1ccc2c(c1)OCO2	0.1%	1.0%	i	19	1%	0.3%	1.7	53	0%	7%	5%
O=C(CSc1n[nH]c(=O)[nH]c1=O)NC1CC1	-0.4%	0.2%	i	32	-5%	1.7%	1.9	38	-1%	4%	-5%
O=C(Nc1nc2c(ccc3ccccc32)s1)c1cc([N+](=O)[O-])ccc1N1CCOCC1	.	-0.6%	i	41	.	7.9%	1.4	52	-10%	.	13%
Cc1cc(C)nc(N2CCC(C(=O)N3CCN(c4cc(Cl)ccc4C)CC3)CC2)n1	-0.3%	0.5%	i	47	-8%	2.0%	18	58	-4%	6%	13%
CCCn1c(NC(=O)C2CCN(C(=O)c3ccc(F)cc3)CC2)nc2ccccc21	-0.1%	-0.3%	i	15	-4%	4.2%	0.4	79	-5%	8%	4%
COc1ccc(-c2nc(C#N)c(N3CCCCCC3)o2)cc1	-0.5%	-1.1%	i	14	-4%	-0.1%	2.9	55	4%	7%	7%
CN(CC(=O)Nc1ccccc1C(F)(F)F)C(=O)c1ccc(N2C(=O)CCC2=O)cc1	0.8%[50 µM]	.	i	55	-3%	-0.1%	0.2	40	-3%	4%	12%
COC(CNC(=O)C1CCN(S(=O)(=O)c2cccc3nsnc23)CC1)OC	-0.2%	-0.3%	i	53	3%	0.5%	-1.2	74	-11%	5%	8%
Cc1ccc(/C=C2\SC(=S)N(CC(=O)Nc3cccnc3)C2=O)cc1	0.2%	0.2%	i	44	-6%	0.9%	3.4	72	-9%	6%	5%
O=C1c2ccccc2C(=O)N1CCCP(=O)(O)CCc1ccccc1	0.4%	0.5%	i	38	.	1.2%	-1.1	49	22%	8%	15%
CCN(CC)CCCNCC(=O)Nc1cc(C)on1	-0.7%	-0.4%	i	44	2%	-0.1%	0.8	53	7%	99µM*	-4%
O=[N+]([O-])c1ccc2nc(-c3ccccc3)[nH]c2c1	-3.7%	-0.7%	i	29	-8%	8.0%	1.0	39	-3%	13%	10%
COc1ccccc1-n1c(CNC(=O)c2ccco2)nnc1SCC(=O)Nc1cc(C)ccc1C	4.0%	.	i	22	-4%	-0.1%	3.3	73	3%	3%	4%
S=C(c1cn(CCOc2cccc3ccccc23)c2ccccc12)N1CCCC1	1.4%[50 µM]	-2.0%	i	57	-5%	0.6%	4.7	42	0%	-2%	2%
C[C@@H](C(=O)Nc1ccc2ccccc2c1)[C@@H]1C[C@@]1(C)[C@@H](NC(=O)c1ccccc1)c1ccccc1	1.1%	-1.1%	i	10	1%	0.3%	-4.0	102	-3%	11%	19%
O=C(c1ccccc1)N1CCC(c2nc3c(nnn3Cc3ccccc3Cl)c(=O)[nH]2)CC1	0.1%	0.0%	i	9	-6%	-1.4%	1.7	47	5%	5%	7%
O=[N+]([O-])c1ccc(O)c(-c2cc(C(F)(F)F)nc(-c3ccccc3)n2)c1	0.8%	?	i	2	-5%	-1.9%	15	106	4%	2%	0%
COc1ccc(S(=O)(=O)N2CCOCC2)cc1NC(=O)CCOc1ccc(C(C)(C)C)cc1	1.3%[50 µM]	.	.	.	4%	.	2.5	51	.	3%	.
Cn1c(O)c(N=NC(=O)CNC(=O)c2ccccc2)c2ccccc21	0.1%	-0.2%	i	20	-3%	0.0%	0.4	46	1%	5%	4%
O=C(Nc1ccnc(-c2cccnc2)n1)c1ccccc1Cl	0.2%	0.2%	i	34	-10%	-0.3%	-1.7	64	2%	13%	3%
Cc1ccc(Cn2nnc3c(=O)n(Cc4cccc(C)c4)cnc32)cc1	5.0%	0.2%	i	34	-1%	13%	1.2	66	-3%	5%	9%
O=C1CCCC2=C1C(c1ccncc1)Nc1ccccc1N2 (stereo not given)	0.5%	0.1%	i	19	-6%	1.6%	-0.3	51	-4%	6%	8%
CCc1ccc(C(=O)NNC(=O)CCN2CCN(Cc3ccccc3)CC2)cc1	-0.4%	0.4%	i	27	-2%	-0.5%	-0.5	47	4%	-8%	2%
O=C(Nc1ccccc1)N1CCC(C(=O)N2CCN(S(=O)(=O)c3cccc(F)c3)CC2)CC1	0.1%	0.1%	i	21	-1%	2.9%	-1.2	75	.	12%	.
CSCC(=O)N1CCCC(CO)(CCCc2ccccc2)C1 (stereo not given)	0.1%	-0.9%	i	62	0%	2.3%	-1.3	57	-8%	7%	11%
SMILES	UTI89 phage lysis	West Nile antiviral	T cell HTS	T cell HTS vesicle-bound %	Dengue-2 NS5 capping	RSV CPE inhibition	NTR1 ag	NTR1 ag cell count 20 µM	Salmonella PhoP GFP	Rac1 GTP hydrolysis	SV40 large T antigen	others
COc1cccc(/C=N\NC(C)=O)c1OC/C=C/c1ccccc1	0.0%	-0.5%	i	57	1%	8.3%	0.5	66	-5%	4%	14%
COc1ccc(C(=O)NCCCOc2cccnc2)cc1OC1CCN(C(C)=O)CC1	1.2%[50 µM]	-0.2%	i	63	4%	6.1%	0.8	57	10%	9%	-3%
O=C(Nc1cc(Cl)ccc1F)c1ccc(-n2cncn2)c([N+](=O)[O-])c1	1.0%[50 µM]	.	i	24	4%	-2.5%	2.5	71	1%	4%	11%
O=C(CCc1ccccc1)N[C@@H]1c2ccccc2CC[C@@H]1OCc1ccccc1	0.2%	.	.	.	-9%	.	0.4	64	.	11%	.	Dengue-2 NS5 capping pilot replicate=-2.7
CC1CCCC(C)N1C(=O)COC(=O)c1ccc(F)c(S(=O)(=O)N2CCOCC2)c1 (stereo not given)	1.1%[50 µM]	-0.8%	i	46	-1%	0.4%	0.0	55	3%	10%	-5%
O=C(CSc1nnc(-c2ccc(Cl)cc2)n1-c1ccccc1)N/N=C/c1ccccc1C(=O)O	-0.2%	0.6%	i	37	-3%	-0.2%	-0.1	32	5%	3%	12%
CC(=O)OCc1c(F)c(F)c(-n2nc(C)cc2C)c(F)c1F	0.1%	-0.3%	i	5	1%	0.3%	0.7	47	-8%	5%	12%
Cc1ccc(NC(=O)C2CC(=O)N(C(C)C)C2)cc1C (stereo not given)	0.4%	-0.9%	i	60	-4%	0.1%	-0.1	76	5%	3%	10%
Cc1ccc(S(=O)(=O)Nc2ccccc2C(=O)N2CCCCC2C)c(C)c1NS(C)(=O)=O (stereo not given)	-0.6%	-0.1%	i	22	9%	0.5%	2.7	33	0%	-2%	1%
CCCN(Cc1cc2ccc(C)cc2[nH]c1=O)C(=O)c1cccnc1	-1.0%	-0.4%	i	42	2%	1.2%	0.1	65	11%	5%	3%
COc1ccc(/C=N/NC(=O)c2ccc3c(c2)OCCO3)c(OC)c1	0.1%	0.7%	i	34	-2%	1.6%	1.7	58	-10%	6%	21%
COc1ccc(C(CC(=O)Nc2cc(C)ccn2)N2Cc3ccccc3C2=O)cc1 (stereo not given)	0.1%	-1.6%	i	49	-14%	-0.3%	-0.5	81	5%	12%	21%
O=C(Nc1ccc(Cl)cc1)c1cc2c(cc1O)[nH]c1ccccc12	0.3%	?	i	39	-5%	-2.5%	19	65	6%	11%	11%
CCOC(=O)N1c2ccccc2C=CC1OCC (stereo not given)	.	-0.5%	i	68	.	-1.8%	0.7	53	-2%	.	11%
COc1ccc(OC)c2[nH]c(=O)c(CCNC(=O)C(=O)c3c[nH]c4ccccc34)cc12	0.6%	0.9%	i	58	0%	2.2%	6.8	64	7%	2%	10%
O=C1NN(c2cccc(Br)c2)C(=O)/C1=C\c1ccc(N2CCOCC2)cc1	0.1%	-0.7%	i	25	-1%	-0.2%	3.5	103	-3%	11%	8%
O=S(=O)(CC(CN1CCCCC1)N1CCCCC1)c1ccccc1 (stereo not given)	-0.6%	31%	i	34	4%	5.8%	0.5	100	.	1%	6%
O=c1c(Cl)cc(Cl)nn1-c1ccccc1	2.5%[50 µM]	1.6%	i	2	-4%	2.9%	18	61	6%	6%	8%
Cc1cc(C)n2nc(SCc3nnc(-c4ccccc4Br)o3)nc2n1	0.0%	-0.5%	i	52	-3%	2.2%	1.1	63	6%	3%	10%
Cc1cc(=O)[nH]c(SCC(=O)Nc2ccc(C)c(S(=O)(=O)N3CCCCC3)c2)n1	0.0%	0.3%	i	58	3%	7.4%	-0.3	62	-12%	7%	3%
CC(C)n1c(SCC(=O)N2CCCCC2)nc2c1c(=O)n(C)c(=O)n2C	-0.1%	-0.3%	i	28	-12%	0.5%	1.5	54	-2%	4%	5%
CCCc1nn2c(=O)cc(CSCC(=O)Nc3cccc(OC)c3)nc2s1	0.3%	-0.1%	i	29	-4%	4.1%	-0.5	54	6%	10%	-1%
COc1cc(NC(=O)Cc2ccccc2)cc(OC)c1	-0.5%	0.4%	i	14	-4%	1.3%	-4.6	80	7%	2%	.
CC(C)n1nc(C(=O)OCC(=O)c2c[nH]c3ccccc23)c2ccccc2c1=O	2.4%	1.5%	i	50	-4%	0.1%	10	69	0%	5%	3%
COCC(C)NC(C(=O)Nc1cccc(C(C)=O)c1)c1ccccc1 (stereo not given)	0.2%	0.3%	i	31	1%	0.0%	2.1	51	-6%	9%	13%
CCS(=O)(=O)c1ccc2c(c1)N(S(C)(=O)=O)CC(C(=O)NN)O2 (stereo not given)	0.1%	-0.4%	i	30	-4%	-0.6%	0.0	52	-4%	5%	4%
Cc1ccc(S(=O)(=O)N2[C@@H](c3ccc(Br)cc3)C(C(=O)O)=C[C@H]2C(C)(C)C)cc1	0.2%	.	i	10	0%	.	-1.3	61	.	10%	.	Dengue-2 NS5 capping pilot replicate=1.2

Rows are unselected (roughly 1.5% active in at least one column).
